p53 reactivator: re-activators of mutant p53 | H1299 p53-A138V BP100-luciferase reporter, luminescence, 24 h | 320,000 tested, 0.063% active | Potency, µM (titrated, usually from 92.2 µM), without a hit: top-dose activity change, positive = activation, hits mostly activators; also: potency is read from the fitted curve at half-maximal effect; % of control where 0% means no effect; nearly all actives have a fitted effect of over 45% in size
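p53-null H1299 cells stably carrying temperature-sensitive p53-A138V and a BP100-luciferase reporter were pinned with compounds (4-point, 1:5 series) and held 24 hrs at 37 deg C. Luminescence was read 10 min after detection reagent.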
TRPV1 ag: human TRPV1 agonism; TRPV1-expressing cells, Fluo-8 calcium influx, agonist mode; activation, % at 8.33 µM; Q8NER1; AID 540275; 320,000 tested, 0.19% active; in the data active = activation above about 80%; inconclusive = between about 30% and that limit; also: 0% is about no effect
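TRPV1-expressing cells were cultured overnight at 35.5C and loaded with Fluo-8 calcium dye for 40 to 90 min at room temperature. After a 10 s baseline, compound was added and calcium influx was read kinetically for 3 min (ex 480/em 520 nm).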
Integrin act MD: activators of alpha7 integrin expression for muscular dystrophy; 350,000 tested, 0.064% active; Potency, µM (top dose mostly 38.3 µM), for the others: top-dose activation, most hits filed as activators; alpha7betagal myoblasts, beta-gal FDG fluorescence, 48 h;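 also: potency is read from the fitted curve at half-maximal effect; 100% = response of the positive control SU9516; nearly all actives have a fitted effect of over 60% in size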
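Alpha7betagal+/- myoblasts (passage 13) were plated 16-24 hr, then exposed to compounds (1:260 dilution of DMSO stock) for 48 hours at 37C. After MPER lysis, β-galactosidase reporter activity was read as FDG fluorescence (ex 480/em 540) after 30 minutes.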
USP2a block: inhibitors of human ubiquitin-specific protease USP2a | 330,000 tested, 0.01% active | Potency, µM (top dose mostly 38.3 µM), without a hit: at the top dose activity change, negative = inhibition, most hits filed as inhibitors | O75604 | USP2 core, Ub-CHOP2 coupled fluorogenic reporter, 485/531 | AID 463254;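 also: potency is read from the fitted curve at half-maximal effect; plate controls were DMSO wells for no effect and full inhibition by NEM control for full effect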
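Deubiquitinase activity read as fluorescence (485/531 nm) after Ub-CHOP2 cleavage activates the enterokinase reporter on its substrate; USP2 core 10nM, Ub-CHOP2 and substrate 25nM each, 30min compound preincubation then 60min RT; data normalized to NEM, curves fitted.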
ELG1 genotox: genotoxicity induction in ELG1-luciferase HEK293T cells; HEK293T ELG1-luciferase reporter, luminescence, 16 h; Potency, µM (titrated, usually from 46 µM), for inactives: at the top dose activity change, positive = activation, actives largely listed as activators; AID 504466; 330,000 tested, 1.3% active; also: potency is read from the fitted curve at half-maximal effect; % of control where 0% means no effect; nearly all actives have a fitted effect of over 60% in size
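Luminescence read-out: rising ELG1-luciferase signal, reflecting elevated ELG1 protein under genetic stress, flags genotoxic compounds. Cells were treated for 16 hr at 37 °C before ONE-Glo detection.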
B2AR arrestin: agonists driving beta-arrestin recruitment to human beta2-adrenergic receptor; P07550; beta-arrestin recruitment to beta2AR, cell-based reporter; Potency, µM (doses to about 46.1 µM), for the others: at the top dose activation, usual class: activators; 330,000 tested, 0.02% active; AID 492947;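 also: potency is read from the fitted curve at half-maximal effect; 0% = DMSO controls and full agonism = EC100 isoproterenol or metaproterenol; nearly all actives have a fitted effect of over 65% in size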
Target sequence (P07550 whole entry, looked up): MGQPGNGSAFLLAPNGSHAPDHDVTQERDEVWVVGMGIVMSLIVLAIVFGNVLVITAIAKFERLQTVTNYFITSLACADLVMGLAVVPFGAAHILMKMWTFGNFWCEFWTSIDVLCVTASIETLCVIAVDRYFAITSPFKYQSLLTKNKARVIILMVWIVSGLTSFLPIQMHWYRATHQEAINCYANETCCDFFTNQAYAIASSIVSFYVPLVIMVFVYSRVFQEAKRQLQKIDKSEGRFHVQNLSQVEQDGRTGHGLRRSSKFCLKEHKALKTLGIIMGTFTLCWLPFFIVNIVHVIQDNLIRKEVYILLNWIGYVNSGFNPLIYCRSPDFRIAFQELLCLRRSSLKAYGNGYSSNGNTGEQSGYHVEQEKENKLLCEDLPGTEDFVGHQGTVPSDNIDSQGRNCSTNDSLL
Eya2 phos inh: Eya2 (human) phosphatase inhibition | O00167 | 330,000 tested, 0.006% active | Potency, µM (top dose mostly 76.9 µM), for inactives: at the highest dose activity, negative = inhibition, actives largely listed as inhibitors | recombinant Eya2, OMFP fluorescence dephosphorylation (OMFP is methylfluorescein phosphate); also: potency is read from the fitted curve at half-maximal effect; % is scaled to controls: 0 for no effect and ±100 for the full control effect
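Eya2 protein (added as 0.2 uM solution) was preincubated with compound for 10 min at ambient temperature in 50 mM HEPES pH 7.5, 50 mM NaCl, 5 uM MgCl2, 0.05% BSA, 1 mM DTT. OMFP (added at 50 uM) then reacted 10 min; fluorescence read at 485/525 nm.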
ASM inhibitor: human S-ASM enzyme inhibition. placental ASM, HMU-PC fluorogenic substrate, 60 min. Potency, µM (series often up to 57.5 µM), without a hit: at the highest dose activity change, negative = inhibition, actives largely listed as inhibitors. AID 504937. P17405. 340,000 tested, 0.006% active; also: potency is read from the fitted curve at half-maximal effect
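HMU-PC0 cleavage (9 uM final) by human placental ASM, 60 min at 37 °C following 10 min compound exposure at RT; stopped at pH 10, fluorescence Ex 386/Em 447 nm.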
PTAP TSG101 blk: blocks PTAP/TSG101 interaction to inhibit HIV-1 budding; Q99816; Fluorescence polarization, FITC-PTAP peptide / Tsg101 binding; Potency, µM (highest dose often 115 µM), for the others: at the highest dose activity change, negative = inhibition, usual class: inhibitors; 340,000 tested, under 10 active; AID 493005; active = well fitted inhibition curve with a large enough effect in the main read-out, with a control signal flat, not every such curve was filed as active; inconclusive = small, poorly fitted or top-dose-only effect, or effect the other way, or a change in a side signal; inactive = no such curve, though single readings can be large or run the other way; also: potency is read from the fitted curve at half-maximal effect; % of control where 0% means no effect
Target sequence (Q99816 whole entry, looked up): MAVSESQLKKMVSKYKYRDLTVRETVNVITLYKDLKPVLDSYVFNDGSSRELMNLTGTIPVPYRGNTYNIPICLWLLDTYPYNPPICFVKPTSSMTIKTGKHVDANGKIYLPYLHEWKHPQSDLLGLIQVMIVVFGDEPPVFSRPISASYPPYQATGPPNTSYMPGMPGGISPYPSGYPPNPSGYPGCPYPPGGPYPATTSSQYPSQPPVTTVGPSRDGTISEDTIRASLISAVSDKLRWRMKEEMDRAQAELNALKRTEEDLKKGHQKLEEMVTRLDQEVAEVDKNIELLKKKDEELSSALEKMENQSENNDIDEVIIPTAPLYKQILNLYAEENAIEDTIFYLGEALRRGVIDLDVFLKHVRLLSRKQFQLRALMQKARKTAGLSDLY
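FP read-out: FITC-PTAP peptide, 50 nM final, binding Tsg101 binding domain, 10 uM final; 20 min, r.t.; 10 mM HEPES pH 7.5, 0.15 M NaCl, 0.01% Tween 20, 3 mM EDTA, 0.1 mM TCEP.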
BRCA1 expr act: increases BRCA1 expression; MCF7-BRCA1-FFLuc reporter, luminescence, 48 h; response scale: scaled: vehicle 0%, 10 µM genistein 100%; Potency, µM (series often up to 46.1 µM), for inactives: at the highest dose activation, usual class: activators; 380,000 tested, 1.1% active; also: potency is read from the fitted curve at half-maximal effect; nearly all actives have a fitted effect of over 80% in size; some results filed as inactive show a strong effect at the top dose
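48 h compound treatment of MCF7-BRCA1-FFLuc cells (phenol-red free MEM, 37 °C), then 15 min with luciferase substrate and luminescence imaging.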
uPA surface inh: cell surface uPA generation inhibition | cell surface uPA generation assay, qHTS | Potency, µM (top dose mostly 38.3 µM), inactives show at the top dose activity change, negative = inhibition, most hits filed as inhibitors | 330,000 tested, 0.31% active; active = well fitted inhibition curve with a large enough effect; inconclusive = small, poorly fitted or top-dose-only effect; inactive = no such curve, though single readings can be large or run the other way; tested in mouse RAW 264.7 cells; also: potency is read from the fitted curve at half-maximal effect; % is scaled to controls: 0 for no effect and ±100 for the full control effect; nearly all actives have a fitted effect of over 55% in size
The depositor's hits bear a star; ? = inconclusive; . = no result given; & = joins results of further samples; [ ] = another dose, or the depositor's remark. Unless noted, calls follow the shape of the dose curve; as a rule, active = well fitted curve in the direction sought with a large enough effect; inconclusive = small, poorly fitted or top-dose-only effect, or another doubt; inactive = no such curve, though single readings can be large; an effect the other way counts as inactive or inconclusive.

Sample of the layout, two compounds:
no.	smiles	p53 reactivator	TRPV1 ag	Integrin act MD	USP2a block	ELG1 genotox	B2AR arrestin	Eya2 phos inh	ASM inhibitor	PTAP TSG101 blk	BRCA1 expr act	uPA surface inh
1	N#CCCN(Cc1ccccc1)C(=S)NC(=O)c1ccccc1	-10%	-2	-5%[7.66 µM]	0%	-7%	-0.5%	9%	5%	-3%	-29%	.
2	O=C(CN1c2cccc3cccc(c23)S1(=O)=O)NC1CCCCC1	-4%	.	12%	7%	0%	0.1%	-23%	19%	1%	-16%	4%

All compounds of this part, from the first entry:
no.	smiles	p53 reactivator	TRPV1 ag	Integrin act MD	USP2a block	ELG1 genotox	B2AR arrestin	Eya2 phos inh	ASM inhibitor	PTAP TSG101 blk	BRCA1 expr act	uPA surface inh
1	N#CCCN(Cc1ccccc1)C(=S)NC(=O)c1ccccc1	-10%	-2	-5%[7.66 µM]	0%	-7%	-0.5%	9%	5%	-3%	-29%	.
2	O=C(CN1c2cccc3cccc(c23)S1(=O)=O)NC1CCCCC1	-4%	.	12%	7%	0%	0.1%	-23%	19%	1%	-16%	4%
3	COc1cc(/C=C/CO)cc(OC)c1OC/C=C(\C)CCC=C(C)C	1%	4	0%	-16%	-6%	-0.3%	-12%	-3%	2%	24%	22%
4	CC1=NOC(=O)/C1=C/c1ccc(O)c(Cl)c1	-2%	-2	16%	7%	0%	-1.5%	?	-1%	1%	0%	1%
5	O=C(CSc1n[nH]c(-c2ccccc2O)n1)NC1CCCCC1	3%	?	9%	2%	-5%	0.5%	7%	2%	-2%	-23%	2%
6	COc1ccc([C@H]2CC(=O)c3c(O)cc(O)cc3O2)cc1O	6%	1	-4%	3%	7%	-0.3%	7%	-2%	-1%	?	3%
7	COc1ccc(OC)c(-c2csc(N(CC3CCCO3)C(=O)Cc3ccccc3)n2)c1 (centres undefined)	-2%	2	-14%	4%	-5%	-0.8%	-7%	-2%	-12%	-28%	7%
8	CC1=NN(C(=O)CSCc2ccccc2)C(O)(c2ccc(Cl)cc2)C1 (centres undefined)	-2%	-1	32%	0%	-4%	4.5%	-4%	-4%	-9%	-15%	0%
9	Cc1ccc(/C=N/N2CCN(C3c4ccccc4-c4ccccc43)CC2)s1	2%	-9	-22%	5%	-1%	-0.7%	2%	2%	5%	-23%	4%
10	CCOC(=O)N1CCN=C1SCc1ccc(Cl)c(Cl)c1	-3%	8	1%	8%	-3%	-0.1%	-20%	-4%	2%	-17%	-5%
11	O=C(COc1ccc(Cl)cc1[N+](=O)[O-])N/N=C/c1cccs1	2%	-1	0%	4%	0%	0.2%	-10%	-9%	-1%	-18%	-8%
12	CC(/C=N/NC(=O)CN1CCN(Cc2ccc(Cl)cc2)CC1)=C\c1ccco1	2%	-1	-17%	2%	-5%	-2.3%	-2%	6%	-5%	-4%	-4%
13	CC(C)=CCN1CCN(Cc2cn(C(C)C)c3ccccc23)CC1CCO (centres undefined)	.	0	-40%	3%	-7%	0.4%	1%	-1%	0%	0%	1%
14	NC(=O)C1CCN(c2nc(-c3ccc(F)cc3)cs2)CC1	-2%	23	.	-1%&0%	0%	0.5%&0.3%	-5%&-5%	2%	0%	22%	0%
15	Oc1ccc(-c2c(-c3ccsc3)sc3ccccc23)cc1	18%	1	-15%	2%	-2%	-1.8%	-19%	-3%	-4%	-16%	-8%
16	O=C(CCC(=O)N1CCOc2ccccc21)NCCc1ccccc1	16%	-1	-8%	0%	-8%	-1.6%	?	3%	-3%	2%	15%
17	CC(OC(=O)c1ccc(-n2cnnn2)cc1)C(=O)N(C)c1ccccc1 (centres undefined)	-9%	1	9%	3%	-3%	-0.3%	32%	-3%	-1%	-4%	-2%
18	CC(C)OC(=O)c1cccnc1SCc1cc(=O)n2ccccc2n1	22%	10	-9%[7.66 µM]	1%	1%	-0.9%	20%	-3%	-3%	-46%	.
19	Cc1[nH]n(-c2ccccc2)c(=O)c1C=NCc1ccncc1	4%	-4	-3%	0%	-1%	0.0%	6%	1%	-6%	22%	0%
20	NC(=O)SCC(=O)Nc1cccc(Cl)c1	4%	-10	11%	0%	-18%	-0.4%	-4%	0%	0%	-7%	5%
21	C[C@H](OC(=O)n1ccnc1)[C@@H]1O[C@@]2(C)CCC[C@@H]1O2	2%	0	29%	2%	5%	0.0%	2%	8%	0%	5%	-8%
22	CCOC(=O)c1[nH]c2ccc(OC)cc2c1NC(=O)CCN1CCc2ccccc2C1	-2%	12	-16%	4%	-2%	-0.3%	-2%	43%[activator]	0%	-5%	6%
23	Cn1c(CNC(=O)c2ccc3c(c2)OCO3)nnc1SCC(=O)Nc1ccccc1F	6%	-1	0%	2%	8%	0.2%	-1%	0%	0%	-25%	-1%
24	N#CCC(=O)Nc1ccc(C(=O)N2CCN(S(=O)(=O)c3ccc4ccccc4c3)CC2)cc1	-7%	0	-16%	-1%	0%	-0.4%	-15%	-1%	-2%	21%	-2%
25	O=C(CCN1CCCCC1)N/N=C/c1c[nH]c2ccccc12	1%	-2	-5%	3%	0%	-1.0%	-7%	4%	-2%	-23%	3%

3 compounds already listed, arranged by heavy-atom count, descending.
no.	smiles	p53 reactivator	TRPV1 ag	Integrin act MD	USP2a block	ELG1 genotox	B2AR arrestin	Eya2 phos inh	ASM inhibitor	PTAP TSG101 blk	BRCA1 expr act	uPA surface inh
23	Cn1c(CNC(=O)c2ccc3c(c2)OCO3)nnc1SCC(=O)Nc1ccccc1F	6%	-1	0%	2%	8%	0.2%	-1%	0%	0%	-25%	-1%
11	O=C(COc1ccc(Cl)cc1[N+](=O)[O-])N/N=C/c1cccs1	2%	-1	0%	4%	0%	0.2%	-10%	-9%	-1%	-18%	-8%
21	C[C@H](OC(=O)n1ccnc1)[C@@H]1O[C@@]2(C)CCC[C@@H]1O2	2%	0	29%	2%	5%	0.0%	2%	8%	0%	5%	-8%

Further compounds follow.
no.	smiles	p53 reactivator	TRPV1 ag	Integrin act MD	USP2a block	ELG1 genotox	B2AR arrestin	Eya2 phos inh	ASM inhibitor	PTAP TSG101 blk	BRCA1 expr act	uPA surface inh
26	CC(NCc1ccccc1O)c1ccccc1 (centres undefined)	-1%	-1	-5%	1%	-6%	0.0%	9%	3%	-3%	-18%	9%
27	CC(=O)NC(CCS(C)(=O)=O)C(=O)Nc1cc(C)ccc1C (centres undefined)	8%	6	17%	0%	5%	0.0%	7%	1%	-3%	-1%	9%
28	COc1ccc(CCNC(=O)CCNC(=O)c2ccco2)cc1OC	-5%	-1	-2%	-7%	-3%	0.0%	1%	0%	1%	-1%	-6%
29	Cc1ccc(C)c(N2N=C(C(=O)Nc3cccc(S(=O)(=O)N4CCCCC4)c3)CCC2=O)c1	-16%	-1	-22%	-2%	-1%	0.2%	-11%	-2%	-2%	-36%	-3%
30	CCC(=O)Nc1cccc(NC(=S)NC(=O)c2ccccc2Cl)c1	10%	3	10%	1%	-1%	-0.2%	5%	-1%	1%	?	6%
31	N#C/C(=C\c1ccccc1C(F)(F)F)C(=O)Nc1ccccc1	1%	-2	-9%	2%	1%	-0.2%	4%	-3%	-1%	15%	-5%
32	COc1ccc(S(=O)(=O)N2CCCC(C(=O)NC3CCCCC3)C2)cc1 (centres undefined)	0%	11	-2%	-2%	-6%	-0.3%	-4%	5%	-4%	-15%	-1%
33	CCOC(=O)Cn1nc(NC(=O)c2cc(OC)cc(OC)c2)cc1C	-37%[inhibitor]	-4	0%	-1%	4%	-0.5%	3%	0%	-4%	-31%	-3%
34	Cc1ccc(S(=O)(=O)N2CCN(C(=O)CCC(=O)Nc3ccc(Br)c(C)c3)CC2)cc1	.	.	-1%	.	.	.	.	-7%	-1%	-57%	-3%
35	COc1ccc(O)c(CN2CCC(n3nccc3NC(=O)c3ccccc3Cl)CC2)c1	-4%	-2	-3%	5%	-11%	0.1%	0%	-2%	-7%	-44%	8%
36	COc1ccc(C(=O)Cn2nnc(-c3ccccc3F)n2)cc1	15%	14	-24%	4%	4%	1.3%	-2%	-5%	-3%	21%	-1%
37	COc1ccc(CNC(=O)C2CCN(C(=O)c3ccco3)CC2)cc1	3%	0	14%	5%	1%	-0.4%	15%	-3%	0%	15%	-1%
38	CCCCS(=O)(=O)N1CCCC(C(=O)Nc2ccc3c(c2)CCC3)C1 (centres undefined)	-5%	14	18%	2%	1%	0.0%	-4%	.	1%	6%	-3%
39	COC(=O)N/N=C(\C)c1cccc(C(F)(F)F)c1	10%	-1	18%	1%	10%	0.3%	-6%	0%	-7%	0%	-3%

Compound activity deposited in PubChem by National Center for Advancing Translational Sciences (NCATS).

An unsorted share of the library. Share with any hit: about 2.6%.
